EBI2 block: EBI2 (human) antagonism; inhibition, % at 5 µM; EBI2 beta-arrestin recruitment, luminescence, 7a,25-OHC stimulated; 0.81% of 360,000 active; in the data active = inhibition above about 38%;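 also: enzyme fragment complementation signal reports receptor beta-arrestin coupling in cells; 0% = agonist plus DMSO wells and 100% = wells without agonist; some results beyond the cut were filed as inactive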
CCR6 antag: antagonists of human CCR6 receptor; P51684; CHO-K1 CCR6 PathHunter beta-arrestin, luminescence, CCL20-stimulated; inhibition, % at 20 µM; 0.49% of 340,000 active;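 active = compounds whose inhibition of the agonist-driven luminescence signal at 20 µM reaches about 50%, limit read from the data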;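 also: cells stimulated with CCL20 at 14 nM final; plate controls were DMSO with CCL20 for no effect and DMSO without agonist for full effect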
CXCR6 block: inhibitors of human CXCR6 receptor; O00574; CHO-K1 PathHunter CXCR6 beta-arrestin, luminescence; inhibition, % at 20 µM; 0.36% of 360,000 active; AID 602244; in the data active = inhibition above about 34%, passing the limit was not always enough;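 also: antagonist mode with CXCL16 agonist at 10 nM final; 0% = 10 nM CXCL16 with DMSO and 100% = unstimulated wells without agonist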
APJ agonist: agonists of human APJ apelin receptor; P35414; CHO-K1 APJ PathHunter beta-arrestin, luminescence; 0% DMSO wells, 100% apelin; activation, % at 20 µM; 0.11% of 330,000 active; AID 2520;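 active = activation more than six SD over the plate average, tested at 20 µM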;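 also: 0% = DMSO alone and 100% = apelin-13 at 10 nM; some results filed as inactive read as strong as hits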
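Incubation: overnight seeding, 90 min compound at 25 °C, 1 h detection; test system: PathHunter CHO-K1 APJ (AGTRL-1) beta-arrestin reporter cells; amount: 1000 cells/well; doses: one dose, 20 µM compound, 1% DMSO; measured by: beta-gal luminescence; measure: agonist-driven arrestin binding to APJ; benchmarks: negative DMSO alone, positive Apelin-13 at 10 nM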
Mdm2-MdmX inh: human Mdm2/MdmX binding inhibition; O15151+Q00987; SaOS-2 split-luciferase Mdm2/MdmX complementation, luminescence; inhibition, % at 8 µM; 3% of 330,000 active; AID 485346;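 active = inhibition of at least 50% at 8 µM in the primary screen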
Target sequence (O15151 whole entry, looked up): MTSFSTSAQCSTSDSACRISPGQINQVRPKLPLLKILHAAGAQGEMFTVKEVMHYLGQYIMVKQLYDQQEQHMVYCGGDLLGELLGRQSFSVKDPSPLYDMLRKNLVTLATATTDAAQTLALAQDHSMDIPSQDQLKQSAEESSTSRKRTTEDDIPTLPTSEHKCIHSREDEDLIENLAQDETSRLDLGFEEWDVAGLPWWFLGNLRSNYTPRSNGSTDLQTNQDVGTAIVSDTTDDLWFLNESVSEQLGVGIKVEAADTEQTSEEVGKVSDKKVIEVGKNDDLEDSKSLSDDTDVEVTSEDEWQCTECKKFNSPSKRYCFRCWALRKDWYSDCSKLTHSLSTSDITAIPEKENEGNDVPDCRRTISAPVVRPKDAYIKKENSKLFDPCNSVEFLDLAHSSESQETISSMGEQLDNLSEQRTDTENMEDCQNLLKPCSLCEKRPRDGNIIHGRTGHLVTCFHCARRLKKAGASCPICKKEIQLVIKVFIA
Target sequence (Q00987 whole entry, looked up): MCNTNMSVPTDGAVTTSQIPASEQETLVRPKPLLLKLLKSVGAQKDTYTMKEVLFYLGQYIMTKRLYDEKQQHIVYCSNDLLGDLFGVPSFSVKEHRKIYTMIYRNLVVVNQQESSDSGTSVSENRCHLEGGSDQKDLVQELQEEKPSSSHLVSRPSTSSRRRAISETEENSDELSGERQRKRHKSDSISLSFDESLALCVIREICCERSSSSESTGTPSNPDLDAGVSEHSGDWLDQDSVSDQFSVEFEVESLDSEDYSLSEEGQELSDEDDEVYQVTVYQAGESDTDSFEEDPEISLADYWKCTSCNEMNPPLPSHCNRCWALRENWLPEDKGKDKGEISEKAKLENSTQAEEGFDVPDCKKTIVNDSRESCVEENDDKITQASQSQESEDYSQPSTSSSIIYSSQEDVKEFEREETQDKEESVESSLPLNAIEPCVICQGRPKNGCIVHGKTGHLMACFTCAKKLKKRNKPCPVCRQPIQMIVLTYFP
CHOP UPR activ: apoptotic UPR (CHOP) activation. CHO-CHOP luciferase reporter, luminescence; percent of tunicamycin response over DMSO baseline. activation, % at 10 µM. 0.34% of 330,000 active. AID 449763;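 active = at 10 µM dose, activation of 40% or more, normalized to positive control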;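 also: 100% = tunicamycin at 10 µg/mL and 0% = DMSO alone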
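Test system: CHO-CHOP cells, stable luciferase reporter of PERK-eIF2a-CHOP signalling | Quantity: 500 CHO-CHOP cells per well | Buffer or medium: F12 plus 10% serum | Compound dosing: 10 µM single point, 0.5% DMSO | Schedule: 6 h compound treatment, 37 °C | Signal: Luciferase luminescence | Control set: Tunicamycin high control, DMSO low control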
XBP1 UPR activ: adaptive UPR (XBP1) activation | CHO-XBP1 luciferase reporter, IRE1-XBP1 UPR activation, luminescence; percent of tunicamycin response, DMSO as zero | activation, % at 20 µM | 0.33% of 330,000 active;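 active = versus positive control, 20 µM dose yields 30% or more activation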;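 also: 100% = tunicamycin at 10 µg/mL and 0% = DMSO only wells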
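Assay system: IRE1-XBP1 luciferase reporter CHO line. Input: 1000 cells/well. Buffer or medium: F12 with 10% serum. Doses: 20 µM, 1% DMSO. Times: overnight seeding at 37 °C, 6 h compound treatment at 37 °C. Technique: Steady-Glo luciferase glow luminescence, 10 min after reagent addition.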
tim23-1 inh: tim23-1 yeast growth inhibition; S. cerevisiae tim23-1 growth, BacTiter-Glo luminescence, 24 h; inhibition, % at 20 µM; 1.3% of 330,000 active; AID 463212;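 active = growth inhibition of the mutant yeast at or above 50%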;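 also: temperature-sensitive mutant grown at 25 °C; plate controls were DMSO-treated mutant yeast for no effect and medium wells lacking yeast for full effect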
APJ antagonist: blocks the human apelin receptor APJ; P35414; CHO-K1 APJ beta-arrestin complementation, luminescence; inhibition, % at 20 µM; 0.32% of 330,000 active; AID 2521;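 active = inhibition above about 40% at 20 µM, limit read from the data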;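 also: cells challenged with 10 nM apelin-13 agonist together with compound; plate controls were apelin-13 plus DMSO wells for no effect and DMSO wells lacking apelin-13 for full effect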
Numbers without * were called inactive. These rows are one share of the data; rates above refer to the full screens.

mol,EBI2 block,CCR6 antag,CXCR6 block,APJ agonist,Mdm2-MdmX inh,CHOP UPR activ,XBP1 UPR activ,tim23-1 inh,APJ antagonist
CC1CCCN(C(=O)CSc2nc3ncccc3[nH]2)C1 (stereo not given),-10,1,9,-1,21,-0.6,0,11,11
COc1cccc2cc(C(C)=O)oc12,-11,10,9,-5,15,-1.0,-1,6,-8
CS(=O)(=O)N1N=C(c2ccco2)CC1c1ccccc1Cl (stereo not given),2,-6,1,-4,-9,-1.6,3,24,-6
CCCNC(=O)c1nc(C)n(-c2cc(Cl)cc(Cl)c2)n1,-4,-6,4,-2,-17,1.2,-4,7,0
Cc1ccc(N2CC(C(=O)Nc3ccc4c(c3)OCO4)CC2=O)cc1C (stereo not given),-4,9,4,-1,-35,4.0,4,17,-14
O=C(NCc1ccc2c(c1)OCO2)C(=O)Nc1cc2c3c(c1)CC(=O)N3CCC2,14,5,8,-5,15,1.2,0,-9,-47
CN(C(=O)COC(=O)Cc1ccc(Cl)cc1)C1CCCCC1,-3,11,3,1,-24,-0.6,3,12,7
CCN1CCCc2cc(CN(CCN3CCOCC3)C(=S)Nc3ccc(OC)c(Cl)c3)ccc21,6,7,4,-3,-1,0.9,-2,-15,-6
CO/N=C/c1ccc(N2CCN(C(=O)c3ccc(Cl)cc3Cl)CC2)c([N+](=O)[O-])c1,3,-9,8,1,21,3.6,3,47,12
O=C(NC(C(=O)c1ccccc1)n1ccc(=O)[nH]c1=O)c1ccccc1 (stereo not given),-6,5,2,-6,13,-0.2,3,12,7
COc1cc(OC)cc(C(=O)NNC(=O)c2ccc3ccccc3n2)c1,-9,22,17,1,55*,1.9,3,14,-8
CCCOc1ccc(-c2c(C(=O)N/N=C(\C)COc3ccccc3)nnn2-c2nonc2N)cc1,3,-10,-22,13,1,-2.5,-5,17,-32
Cc1ccc(NC2CCCN(C(=O)c3cccs3)C2)cc1C (stereo not given),2,15,0,-2,-6,-0.4,-5,23,5
CC(=O)NN1C(=O)c2ccccc2NC1c1ccccc1F (stereo not given),-1,7,-3,-3,3,-0.8,0,0,15
Cn1c(SCC(=O)Nc2ccc3nc(SCC(=O)NC4CC4)sc3c2)nnc1-c1ccccc1,-8,-2,-6,-4,5,0.1,0,-9,7
O=C(CCSc1ccc(Cl)cc1)NC1CCCC1,17,14,-2,-2,15,2.7,-3,17,20
CCNC(=S)NNC(=O)Nc1ccccc1,-5,-5,6,-5,15,-0.2,0,7,-3
Cc1c(Cl)cccc1NC(=S)NCCc1ccc(S(N)(=O)=O)cc1,11,13,-12,-1,-15,0.2,4,5,-5
CCc1ccc(NC(=O)CCC(=O)N2CCSc3ccccc32)cc1,-3,5,4,-2,-2,2.6,2,26,7
O=C(NCc1ccc2c(c1)OCO2)c1cc(=O)[nH]c2ccccc12,-15,-8,-4,-3,-44,0.0,-1,-11,-3
O=C(CN1CCCCC1)N/N=C/c1ccc(Cl)cc1Cl,19,7,3,-2,-11,1.5,1,-1,-3
CCOc1ccc(OC(=O)c2cccc(S(=O)(=O)N3CCN(C)CC3)c2)cc1,4,7,4,0,-4,1.4,-3,12,2
Cn1c(N/N=C/c2c[nH]c3ccccc23)nc2ccccc21,3,1,-6,8,-94,5.3,1,-25,-36
CC1=NN(C(N)=S)C(=O)C1N=Nc1ccc(Cl)cc1 (stereo not given),4,25,16,0,-80,5.3,1,26,16
CC(C)CN(C(=O)COC(=O)CCSc1ccc(F)cc1)c1c(N)n(Cc2ccccc2)c(=O)[nH]c1=O,1,11,7,-2,9,0.4,-3,-8,7
COC(=O)C1=C(C)N(C)C(=S)NC1c1cc(OC)ccc1OC (stereo not given),5,11,4,-2,-2,-0.1,-5,-1,-8
CC1(C)Cc2cccc(Oc3ccc(S(=O)(=O)N4CCCCC4)cn3)c2O1,13,15,2,-2,17,-1.2,-3,31,-23
Cc1onc(-c2c(F)cccc2Cl)c1C(=O)Nc1nccs1,-10,1,0,0,25,-2.0,0,5,3
Cc1ccc(NC(=O)C2CCN(S(=O)(=O)c3ccc4c(c3)NC(=O)C(C)S4)CC2)c(Cl)c1 (stereo not given),25,8,-22,1,16,1.3,-5,20,0
COc1ccc2c(c1)C1CC(C)(NC(=O)C1C(=O)c1ccccc1)O2 (stereo not given),-3,9,0,-1,-19,1.6,0,-1,-7
CCCCc1c(C)nc(Nc2ccc(OC)cc2)[nH]c1=O,3,10,-4,-1,2,2.3,-1,14,-3
Cc1ccc(NC(=O)COC(=O)c2csc3c2CCC(C)C3)cc1S(=O)(=O)N1CCCCC1 (stereo not given),18,5,7,-1,3,3.0,-3,14,-3
Cn1cc(/C=C/C(=O)N2CCCC(C(=O)c3ccc(C(F)(F)F)cc3)C2)cn1 (stereo not given),2,9,8,-2,-14,0.4,2,7,4
CC(=O)Nc1ccc(NC(=O)Cn2c(-c3ccc(F)cc3)cnc2SCC(=O)Nc2c(C)cccc2C)cc1,-3,6,0,-4,11,-1.5,-3,4,10
COc1ccccc1-c1c(C)nn2c(N3CCN(c4ccccc4OC)CC3)cc(C)nc12,13,15,3,-2,39,1.1,3,27,4
O=C(N/N=C/c1ccncc1)c1ccc2c(c1)OCO2,0,11,5,0,2,2.9,2,4,-3
Cn1c(Sc2nc3ccccc3n2C)nc2ccccc21,-2,-8,12,-4,23,-1.3,-1,10,7
CCCN(CCC)C(=S)Nc1cc(C(=O)OC)ccc1C(=O)OC,-9,18,2,-2,9,2.2,-1,13,10
c1ccc(Nc2nc3ccccc3n3nnnc23)cc1,-5,17,-4,6,-11,8.1,6,10,11
CCC1Oc2ccc(C)cc2N(CC(=O)NCc2ccccc2OC)C1=O (stereo not given),-22,-8,0,-1,-5,2.1,0,14,-9
CN(Cc1ccc(Cl)cc1Cl)C(=O)CNC(=O)c1ccco1,8,3,1,-3,16,-0.5,-3,8,-1
CCOC(=O)C1CCN(C(=O)c2ccc(N3CCOCC3)c([N+](=O)[O-])c2)CC1,8,3,-1,-5,15,-1.0,-4,0,-8
CC(=O)NCCN=C(C)c1sc2ccccc2c1O,-14,4,-15,-6,-6,3.1,0,-3,-4
CCC(C)(C)NC(=O)CN(C(=O)CCC(=O)Nc1nccs1)c1ccc2c(c1)OCO2,1,-1,5,-4,-13,1.3,1,1,4
COc1ccccc1NC(=O)c1ccc(S(=O)(=O)N(C)C)cc1,1,13,5,-2,-26,0.7,-4,16,-49
CCN(CC)c1ccc(NC(=O)COc2ccc(-n3cnnn3)cc2)cc1,8,9,-4,-1,-4,0.0,0,-5,-2
Cc1cccc(-c2nnc(N)s2)c1,6,-1,-2,-2,11,0.3,-2,-6,-11
C=CCC[C@@H](Cc1ccc(F)cc1)C(=O)OC[C@@H](Cc1c[nH]c2ccccc12)NC(=O)[C@H](CC=C)CC(=O)N[C@H](CO)Cc1ccccc1,9,-1,10,-1,76*,12,23,-12,-7
CC(=O)O[C@H]1[C@H](O)[C@H](Oc2c(O)c(C)c3c4c2[C@@H](C)CC[C@@H]4[C@@H](C)C[C@H]3C=C(C)C)O[C@@H](C)[C@H]1O,10,4,2,-1,74*,1.3,25,48,-8
COc1cc(NS(=O)(=O)c2cc(C(=O)N3CCN(C(C)=O)CC3)ccc2OC)cc(OC)c1,-2,-2,5,-1,-3,-0.5,-2,-2,10

Exported with values under each structure: entries from further up
Order of results – EBI2 block | CCR6 antag | CXCR6 block | APJ agonist | Mdm2-MdmX inh | CHOP UPR activ | XBP1 UPR activ | tim23-1 inh | APJ antagonist
> Cn1cc(/C=C/C(=O)N2CCCC(C(=O)c3ccc(C(F)(F)F)cc3)C2)cn1 (stereo not given)
→ 2 | 9 | 8 | -2 | -14 | 0.4 | 2 | 7 | 4
> CC(=O)Nc1ccc(NC(=O)Cn2c(-c3ccc(F)cc3)cnc2SCC(=O)Nc2c(C)cccc2C)cc1
→ -3 | 6 | 0 | -4 | 11 | -1.5 | -3 | 4 | 10

(next part)
mol,EBI2 block,CCR6 antag,CXCR6 block,APJ agonist,Mdm2-MdmX inh,CHOP UPR activ,XBP1 UPR activ,tim23-1 inh,APJ antagonist
CCn1c(-c2nn(-c3ccccc3)ccc2=O)n[nH]c1=S,-4,6,-4,-4,21,0.2,2,-2,10
CCn1c2ccccc2c2nnc(SCC(=O)NC3CCS(=O)(=O)C3)nc21 (stereo not given),-18,15,0,-3,-9,-0.5,-1,2,10
COC(=O)CSc1nnc(CNc2ccc(Cl)cc2)n1-c1ccccc1,3,3,5,4,26,-0.3,-1,-272,-17
CCn1c(SCc2ccc(C#N)cc2)nnc1-c1cccc(Cl)c1,6,9,4,-2,1,-0.7,0,25,13
CC1CCC2(CC1)NC(=O)N(NC(=O)c1cccs1)C2=O (stereo not given),-14,-4,-1,-5,2,0.3,-1,11,-1
CC1CCCC(C)N1C(=O)Cn1nnc(-c2ccccc2)n1 (stereo not given),-1,13,-1,-4,-5,3.9,-1,27,13
CC(=O)N1c2ccccc2C(C)=CC1(C)C,-4,6,-3,-9,13,1.7,2,-5,-17
Cc1ccc(-c2cc(C(=O)N/N=C\c3cnn(C)c3C)c3ccccc3n2)cc1C,15,3,-1,-3,17,4.9,9,24,5
O=C(OCCN1CCOCC1)c1ccc(OCCN2CCOCC2)cc1,5,5,1,-1,23,4.2,-1,10,-2
COc1ccc(OC)c(NC(=O)c2ccc(N3C(=O)C4CC=C(C)CC4C3=O)cc2)c1 (stereo not given),-2,-10,4,-3,-8,-0.4,-2,24,-17
c1csc(C2CCCN2c2nc3nonc3nc2NC2CC2)n1 (stereo not given),-17,-8,5,-4,-11,-0.3,1,-1,8
Cc1csc2nc(CNC(=O)C3CCCCC3)cn12,-4,7,2,8,7,1.6,-2,8,-6
COc1ccc(C)cc1NC(=O)CCN1CCN(c2ccccc2)CC1,-5,4,-3,-2,14,1.1,0,5,9
CC1CCCN(CCCNC(=O)c2cc3c(s2)-c2ccccc2OC3)C1 (stereo not given),-10,31,13,-2,39,0.6,-1,-17,8
Cc1cccc(-c2noc(C3CCCCC3)n2)c1,7,25,-1,-2,-34,1.6,4,4,3
COc1ccc(-n2nc3c(c2NC(=O)COc2cccc(OC)c2)CS(=O)(=O)C3)cc1,14,6,1,-2,-6,2.5,-2,19,-27
COc1ccc(C(=O)/C(C#N)=N/Nc2ccccc2[N+](=O)[O-])cc1,3,42,34,-2,47,0.7,1,24,32
CCOC(=O)C1=C(C)NC(C)=C(C(=O)OC)C1c1ccco1 (stereo not given),-6,-2,3,3,18,3.2,3,-4,12
O=C(Cc1cccs1)Nc1ccon1,-4,-1,-1,-2,8,-1.0,0,-14,-12

Compound activity (PubChem BioAssay)
